Screening data as filed in PubChem.
TCR-CD3 inh: blocks the human TCR-CD3 interaction | TAMRA-labeled TCR probe fluorescence, biochemical | inhibition, % at 9.4 µM | 0.37% of 360,000 active | AID 651800; in the data active = inhibition above about 19%;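 note: recombinant mutant TCR 2C K166C tagged with TAMRA read by polarization; 0% = receptor in buffer alone and 100% = receptor with positive control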
LEDGF integ inh: blocks HIV-1 LEDGF/p75-dependent DNA integration; TR-FRET IN-LEDGF/p75 DNA integration, Eu/Cy5; inhibition, % at 3.7 µM; 0.64% of 370,000 active; AID 743269;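 active = inhibition above the screen-wide mean plus 3 SD, cut at about 13% in these data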;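 note: signal is the Cy5 over europium emission ratio at 671 and 618 nm; 0% = plate median of compound wells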
Rev-erbA mod: modulates human Rev-erb alpha binding to DNA; P20393; Rev-erbα–FITC-DNA binding, fluorescence polarization, 90 min; activity, % at 10 µM; 0.79% of 370,000 active; AID 1259318;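 active = activity above about 14%, limit read from the data; passing the limit was not always enough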;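 note: 0% = DMSO wells with 35 nM protein and 100% = DMSO wells with 750 nM protein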
rCAG binder: r(CAG) repeat RNA binding | 1.3% of 370,000 active | inhibition, % at 3 µM | AID 651821 | TO-PRO-1 dye displacement fluorescence;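 active = inhibition above the plate cutoff, the mean of all test compounds on that plate plus 3 SD, cut at about 35% in these data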;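 note: 0% = DMSO alone and 100% = 100 µM mitoxantrone as full dye displacement; higher means more dye released from RNA so lower well fluorescence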
SIAE primary: human SIAE inhibition, primary screen | Q9HAT2 | SIAE FP-Rh probe binding, fluorescence polarization | inhibition, % at 9.66 µM | 0.69% of 370,000 active | AID 1053197;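 active = inhibition above a cutoff: mean of compounds within the control limits plus 3 SD of those, cut at about 17% in these data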;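 note: 0% = plate median of compound wells and 100% = probe without SIAE protein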
ABHD4 inh: inhibitors of mouse ABHD4 | purified mABHD4, FP-Rh probe fluorescence polarization | inhibition, % at 8.92 µM | 0.54% of 370,000 active;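 active = inhibition exceeding the mean over every tested compound plus 3 SD, cut at about 30% in these data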;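 note: 0% = plate median of compound wells and 100% = S159A mutant with DMSO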
Target sequence (Q8VD66 whole entry, looked up): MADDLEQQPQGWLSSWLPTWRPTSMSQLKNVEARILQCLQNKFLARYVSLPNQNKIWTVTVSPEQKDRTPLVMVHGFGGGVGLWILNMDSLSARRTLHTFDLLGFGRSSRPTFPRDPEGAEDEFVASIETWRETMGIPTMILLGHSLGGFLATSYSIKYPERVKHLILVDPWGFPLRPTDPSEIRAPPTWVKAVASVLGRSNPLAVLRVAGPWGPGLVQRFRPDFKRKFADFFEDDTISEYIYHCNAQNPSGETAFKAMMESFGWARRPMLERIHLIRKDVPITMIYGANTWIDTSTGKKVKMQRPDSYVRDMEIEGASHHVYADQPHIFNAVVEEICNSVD
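Test system: mABHD4 protein; Read-out basis: % inhibition; Incubation: 45 min + 60 min at 25 °C; Repeats: single replicate; Technique: fluorescence polarization with parallel and perpendicular emission, 525/598 nm; Compound: 8.92 µM, single dose; Benchmarks: full inhibition S159A mutant plus DMSO, zero as sample-well median.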
TDP2 inh: TDP2 (human) inhibition, absorbance primary screen; recombinant TDP2, T5PNP hydrolysis, p-nitrophenol absorbance 415 nm; inhibition, % at 12.8 µM; 0.34% of 370,000 active;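 active = inhibition above the mean of all tested compounds plus 3 SD, set per campaign, cut at about 25% in these data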;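 note: 0% = DMSO with enzyme and 100% = buffer with substrate but no TDP2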
Target sequence (O95551 whole entry, looked up): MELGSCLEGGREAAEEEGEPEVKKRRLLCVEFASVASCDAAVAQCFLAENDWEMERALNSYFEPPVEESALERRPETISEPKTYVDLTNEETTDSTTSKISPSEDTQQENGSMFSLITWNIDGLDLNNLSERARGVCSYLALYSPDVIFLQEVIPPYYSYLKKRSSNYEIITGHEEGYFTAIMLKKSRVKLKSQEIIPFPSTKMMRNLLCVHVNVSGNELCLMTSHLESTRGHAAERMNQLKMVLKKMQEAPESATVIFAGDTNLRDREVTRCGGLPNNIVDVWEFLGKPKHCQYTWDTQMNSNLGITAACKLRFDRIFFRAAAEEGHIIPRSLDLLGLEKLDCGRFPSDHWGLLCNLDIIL
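Evaluation: % inhibition relative to enzyme-containing and enzyme-free wells. Material: recombinant human TDP2. Benchmarks: enzyme-free and DMSO wells. Timing: enzyme reaction with compound for 2 h at 37 °C. Compound dosing: 12.8 µM only. Measured by: p-Nitrophenol epi absorbance. Reagent: T5PNP substrate at 5 mM, a TopII-DNA adduct mimic. Replication: single well per compound.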
PRMT1 inh: blocks human protein arginine methyltransferase 1. 1.3% of 370,000 active. inhibition, % at 2.79 µM. Q99873. recombinant PRMT1, activity-based probe fluorescence polarization;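 active = inhibition above about 21% made by adding two undisclosed values, limit read from the data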
Target sequence (Q99873 whole entry, looked up): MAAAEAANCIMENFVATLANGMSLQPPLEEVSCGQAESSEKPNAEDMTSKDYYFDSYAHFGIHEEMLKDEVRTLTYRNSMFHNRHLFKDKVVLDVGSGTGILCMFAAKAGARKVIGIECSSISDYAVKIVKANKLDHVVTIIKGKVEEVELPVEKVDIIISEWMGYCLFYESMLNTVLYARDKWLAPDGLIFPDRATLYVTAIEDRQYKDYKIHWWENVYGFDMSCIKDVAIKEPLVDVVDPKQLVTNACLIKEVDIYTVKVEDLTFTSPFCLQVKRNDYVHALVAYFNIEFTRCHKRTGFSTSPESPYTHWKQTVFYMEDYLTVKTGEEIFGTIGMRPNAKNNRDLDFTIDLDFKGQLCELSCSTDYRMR
HTRA1 inh: HTRA1 (human) protease inhibition; recombinant HTRA1, FP-rhodamine activity-based probe, fluorescence polarization; 0.5% of 340,000 active; Q92743; inhibition, % at 5.96 µM; in the data active = inhibition above about 36%;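 note: 0% = enzyme with DMSO and 100% = wells lacking enzyme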
PG9 Ab binder: small molecules binding HIV-1 gp120 antibody PG9 | TR-FRET gp120-PG9 antibody binding | inhibition, % at 6.7 µM | 0.43% of 360,000 active; in the data active = inhibition above about 8.5%
Numbers without * were called inactive; / = not tested or not shown.

SMILES | TCR-CD3 inh | LEDGF integ inh | Rev-erbA mod | rCAG binder | SIAE primary | ABHD4 inh | TDP2 inh | PRMT1 inh | HTRA1 inh | PG9 Ab binder
O=C(CSc1ccc2nnc(-c3ccccn3)n2n1)Nc1ccccc1C(F)(F)F | -2 | -6 | -7 | -4 | 2 | 2 | -3 | 0 | 5 | 1.8
Cc1nn(CC(=O)Nc2c(C)n(C)n(-c3ccccc3)c2=O)c(C)c1[N+](=O)[O-] | -4 | 3 | -1 | -1 | 7 | -3 | 4 | -2 | 2 | 1.0
CC(=O)Oc1cc2c(C(=O)NCc3ccncc3)c(C)oc2c2ccccc12 | 2 | -3 | -6 | 4 | 2 | 0 | -3 | -1 | -4 | 2.1
O=C(Nc1cc([N+](=O)[O-])ccc1O)c1cccc(NC(=O)c2ccco2)c1 | -1 | -5 | 6 | 23 | -14 | 10 | 0 | -4 | 0 | -1.4
O=C(Oc1ccc(-c2csnn2)cc1)c1cccs1 | 4 | 0 | 1 | -1 | 2 | -2 | 2 | -6 | 2 | -2.3
COC(=O)[C@@]12CCCN1[C@H](c1ccc(-c3cccc(Cl)c3)c(OC)c1)[C@H]1C(=O)N(C)C(=O)[C@H]12 | 7 | -1 | 1 | 2 | -3 | -6 | -5 | -1 | -25 | 0.2
O=P(CCc1ccccc1)(c1ccccc1)c1ccccc1 | 3 | 2 | -2 | 1 | -1 | 9 | 0 | 5 | -3 | 1.0
O=C(C1CCN(c2ncnc3c2sc2cccc(F)c23)CC1)N1CCOCC1 | -2 | 7 | -2 | 8 | 9 | 2 | -1 | -2 | 3 | 0.1
Cc1cc(C)c(S(=O)(=O)N2CC=C(c3ccccc3)CC2)c(C)c1 | -2 | -2 | 0 | -3 | -6 | -8 | 13 | -4 | -13 | -0.6
O=C(Nc1cccc(F)c1)c1ccc(S(=O)(=O)N2CCOCC2)cc1 | 7 | 3 | 5 | 3 | -11 | -7 | -14 | -4 | 1 | -1.6

3 entries out of the list, arranged by molar mass, low to high.
SMILES | TCR-CD3 inh | LEDGF integ inh | Rev-erbA mod | rCAG binder | SIAE primary | ABHD4 inh | TDP2 inh | PRMT1 inh | HTRA1 inh | PG9 Ab binder
O=P(CCc1ccccc1)(c1ccccc1)c1ccccc1 | 3 | 2 | -2 | 1 | -1 | 9 | 0 | 5 | -3 | 1.0
CC(=O)Oc1cc2c(C(=O)NCc3ccncc3)c(C)oc2c2ccccc12 | 2 | -3 | -6 | 4 | 2 | 0 | -3 | -1 | -4 | 2.1
COC(=O)[C@@]12CCCN1[C@H](c1ccc(-c3cccc(Cl)c3)c(OC)c1)[C@H]1C(=O)N(C)C(=O)[C@H]12 | 7 | -1 | 1 | 2 | -3 | -6 | -5 | -1 | -25 | 0.2

The list continues.
SMILES | TCR-CD3 inh | LEDGF integ inh | Rev-erbA mod | rCAG binder | SIAE primary | ABHD4 inh | TDP2 inh | PRMT1 inh | HTRA1 inh | PG9 Ab binder
CC(C)n1c(=O)[nH]c2cc(C(=O)Nc3ccccc3)ccc21 | 5 | 0 | 1 | -3 | 3 | 0 | 11 | -1 | -2 | -2.9
CC(CCc1ccccc1)NC(=O)C(=O)NCCc1ccccc1 (stereo not given) | 12 | 2 | 7 | -1 | 0 | 1 | -7 | 0 | 2 | -1.8
O=C(c1cc(Cl)c(=O)n(Cc2ccccc2)c1)N1CCOCC1 | 7 | 1 | -2 | 1 | 0 | 1 | -3 | -2 | -4 | -0.7
COc1cc(NC(=O)c2ccc3c(SCC(=O)O)c4c(nc3c2)CCC4)cc(OC)c1OC | -7 | 1 | -1 | 14 | 2 | 22 | 0 | 4 | -2 | -1.9
COc1cc(C(=O)Nc2sc(C)c(C)c2C(=O)O)cc(OC)c1OC | 5 | -4 | 4 | 5 | 1 | -1 | -8 | -1 | -2 | 0.8
O=C(Nc1nc2ccccc2n1Cc1ccccc1)c1ccco1 | 5 | 5 | 1 | -3 | 8 | 8 | 3 | 5 | 2 | 4.6
O=C(Cn1ncc2c3ccccc3n(Cc3ccc(Cl)cc3)c2c1=O)NCCCN1CCCC1=O | 3 | -10 | -3 | -2 | -4 | -2 | -7 | 3 | -8 | -1.1
COCCNc1nc(NCc2ccccc2)nc2ccsc12 | -4 | 4 | 5 | -1 | 0 | -6 | -8 | 0 | / | 2.3
COc1ccccc1C(=O)NCCC(=O)NCC(c1ccco1)N1CCCC1 (stereo not given) | 1 | 1 | -3 | 0 | 7 | -1 | 10 | -3 | 6 | 0.7
CC(C)(C)NC(=O)NC(=O)CSc1nncs1 | 1 | 2 | 4 | -3 | -4 | 0 | -11 | -9 | 2 | 0.9
CCCN(CC1CC1)C(=O)CSc1ncnc2sc(C)c(C)c12 | -3 | 1 | 1 | -5 | -5 | 2 | 1 | -3 | -10 | 0.7
CC1(c2cccc(Br)c2)NC(=O)N(CC(=O)Nc2ccc3c(c2)OCCO3)C1=O (stereo not given) | 2 | 2 | 5 | 3 | -4 | -1 | -7 | 2 | 0 | 0.6
O=C(NC(=S)Nc1ccc(N2CCOCC2)cc1)c1cccs1 | 0 | 2 | 7 | -3 | 2 | -5 | -8 | -2 | -4 | 1.2
CCN(CC)C(=O)CSc1nnc(-c2ccco2)n1Cc1ccco1 | -1 | -3 | -3 | 2 | 4 | 0 | -7 | 2 | 1 | -1.4
CCOC(=O)c1ccc(NC(=O)NCc2ccncc2)cc1 | 4 | 0 | -2 | -3 | -1 | -1 | 5 | -1 | -5 | -0.1
O=C(Nc1ccc2c(c1)OCO2)C1CCN(C(=O)c2ccc(Cl)cc2)CC1 | -2 | -3 | -2 | 1 | 0 | -5 | -14 | 4 | -1 | 4.3
COc1cccc(/C=N/Nc2ccc(C(=O)O)cc2)c1O | 6 | 0 | -3 | 2 | -4 | 8 | 4 | 8 | 1 | -13
Cc1ccc(C(=O)OCC(=O)N2CCCCCC2)c(O)c1 | 3 | -5 | 3 | 0 | 0 | 0 | 6 | 3 | -2 | -0.4
Cc1ccc(-c2nnc(Nc3ccccc3)c3ccccc23)cc1S(=O)(=O)NCC1CCCO1 (stereo not given) | -6 | -2 | 1 | 14 | -14 | -8 | 7 | 1 | -78 | 2.7
CC(NC(=O)c1ccc(F)cc1F)C1CC2CCC1C2 (stereo not given) | 0 | -1 | 2 | -1 | 5 | 0 | 2 | 2 | -3 | -2.7
CCN(CC)S(=O)(=O)c1ccc(N=N/C(C(C)=O)=C(/C)O)cc1 | -4 | 1 | 0 | -3 | 1 | 2 | -8 | -1 | 4 | -2.5
O=C(Nc1ccc(S(=O)(=O)Nc2ccccn2)cc1)c1cccc([N+](=O)[O-])c1 | -3 | 1 | 4 | 2 | -4 | 4 | 0 | -3 | 4 | -0.7
C=C(C)CSc1nc2sc3c(c2c(=O)n1-c1ccc(OC)cc1)CCN(C)C3 | -2 | 0 | 1 | 11 | 0 | -5 | 7 | 3 | / | -1.1
CCC(=O)NCCNC(=O)c1c(SC)nsc1SC | 6 | 0 | -6 | 2 | 0 | -7 | 2 | -2 | -2 | 1.5
CC1=CC2=NC(=O)CC(C)(C(=O)N(CC(=O)NC3CCCC3)c3ccccc3C)N2C=C1 (stereo not given) | -4 | 3 | 1 | 4 | 11 | 5 | 8 | -2 | 3 | -2.7
CCOC(=O)C1(Cc2ccc(OC)cc2)CCN(C(=O)Cc2cccnc2)CC1 | -8 | -3 | 4 | -5 | -5 | 4 | 6 | 2 | -3 | -2.3
Cc1ccccc1-c1csc(C(O)c2cccc(Cl)c2)n1 (stereo not given) | -5 | -3 | -5 | 4 | -2 | -14 | -2 | 4 | / | 2.0
C=CCNC(=S)NNc1nc2c(c(=O)[nH]1)C1(CCCC1)Cc1ccccc1-2 | -3 | 1 | 1 | 13 | 3 | 7 | -8 | 13 | -17 | 0.7
Cc1ccccc1C(=O)N1CCN(c2ccc(NC(=S)NC(=O)c3cccs3)cc2)CC1 | -10 | -2 | -2 | 1 | 5 | 3 | -10 | 5 | 9 | 0.6
O=C(NCCCN1CCCC1=O)c1cccc(S(=O)(=O)Nc2ccc(F)cc2)c1 | 2 | 0 | 0 | 2 | 9 | 1 | 0 | 1 | -5 | 0.3
CN(C)CCNC(=O)CNC(=S)N(Cc1ccccc1)Cc1ccccc1F | -3 | -4 | 0 | -2 | 3 | 1 | 2 | 2 | 7 | 0.0
COC(=O)[C@H](C)NC(=O)/C=C/c1ccc(OC)cc1 | 0 | 6 | -2 | 3 | -3 | -5 | -11 | -5 | 7 | -4.0
O=C(Cc1ccc(Cl)cc1)NCc1ccccc1Cl | -6 | -6 | 1 | -2 | -4 | 7 | 0 | 7 | -8 | -0.3
COc1cc2c(cc1OC)C(c1ccccc1)N(C(=O)C(C)(C)C)CC2 (stereo not given) | 9 | 2 | 3 | -2 | -3 | -8 | 24 | -5 | 2 | 0.3
CCN(CCCNC(=O)CCCn1c(=O)[nH]c2ccccc2c1=O)c1cccc(C)c1 | -2 | -1 | -2 | -6 | 6 | 1 | -1 | -1 | 1 | 0.2
CCOCC(=O)Nc1c(C(=O)Nc2ccccc2OC)oc2ccccc12 | -3 | -1 | 47* | 1 | -12 | -1 | -5 | -1 | -6 | 0.8
COc1ccc(S(=O)(=O)N2C[C@@H](O)COC[C@@H]3O[C@H](CC(=O)NCCCN4CCOCC4)CC[C@H]32)cc1 | 1 | -2 | 7 | 0 | 4 | -2 | -5 | 1 | / | -2.1
CN(C)S(=O)(=O)c1ccc(NC(=O)N2CCOCC2)cc1 | 5 | 2 | 3 | -1 | -9 | 4 | 2 | -1 | 8 | -0.5
N#Cc1nc(Cc2cccc3ccccc23)oc1NCCCN1CCOCC1 | -1 | 7 | 0 | 0 | 10 | -5 | -2 | -3 | -2 | -2.8
CC1(C)CC(=O)C=C(Nc2ccc(Br)cn2)C1 | -2 | -5 | 12 | -4 | -7 | -10 | -23 | 2 | -1 | -0.9
COc1ccc2nc(SCc3ccccc3C)nc(C)c2c1 | -8 | -2 | 12 | 4 | -5 | 5 | 3 | 2 | -7 | -0.8
Cc1cc(N2C(=O)C(O)=C(C(=O)c3ccco3)C2c2cccc(Cl)c2)no1 (stereo not given) | -6 | -7 | -1 | 14 | 0 | 4 | -6 | 6 | -4 | 3.4
CC(OC(=O)C1CC(=O)N(Cc2ccco2)C1)C(=O)Nc1cccc(C#N)c1 (stereo not given) | 3 | 3 | 1 | 1 | -3 | 2 | 2 | 3 | -3 | -3.4
COc1ccc(NC(=O)NNS(=O)(=O)c2cc(C)ccc2C)cc1OC | 6 | 0 | -5 | -1 | 3 | 4 | -3 | -1 | -2 | -1.7
CC1CCCC(=NNc2ccc3ccccc3n2)C1 (stereo not given) | -5 | -1 | 7 | 7 | 0 | -7 | -10 | 5 | 4 | -0.8
CN(C)c1ccc(S(=O)(=O)N2CCCCC2)cc1NC(=O)CCNC(=O)c1ccccc1Cl | 2 | -1 | 2 | 2 | 4 | -4 | -7 | 1 | -8 | -0.1
C=C1C(=O)[C@]23C[C@H]1CCC2[C@]1(C)C(=O)CC[C@@](C)(C(=O)O)C1C[C@@H]3O (stereo not given in full) | -2 | 1 | 1 | 2 | 3 | 3 | -5 | 14 | / | -0.9
COc1ccc(CCNC(=O)CCS(=O)(=O)c2ccc3c(c2)CCN3C(C)=O)cc1OC | -2 | -4 | 2 | 3 | 5 | 2 | -8 | 0 | 0 | -3.2

Some of the compounds tested; count on the stated rates, not on these rows.
